Compound activity deposited in PubChem by National Center for Advancing Translational Sciences (NCATS).
PI4K2A inh = blocks human PI4K2A kinase activity. Q9BTU6. purified PI4K2A, ADP-Glo luminescence, 1 h; active compounds read low. activity change, negative = inhibition, % at 76.9 µM. 420,000 compounds, 0.13% hits; in the data active = activity change below about -50%; inconclusive = mostly about -30% to -49%;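 also: -100% = wells without enzyme as full effect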
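In this quantitative HTS, ADP production by PI4K2A was quantified luminescently after 1 h at ambient temperature; 100 microM adenosine served as plate-quality control.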
TrxR1 inh = inhibitors of rat thioredoxin reductase 1; recombinant rTrxR1, NADPH fluorescence consumption, selenite substrate; Potency, µM (series often up to 114 µM), for inactives: at the highest dose activity change, negative = inhibition, most hits filed as inhibitors; 390,000 compounds, 1% hits; AID 588453; also: potency is read from the fitted curve at half-maximal effect; % is scaled to controls: 0 for no effect and ±100 for the full control effect; nearly all actives have a fitted effect of over 65% in size
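Rat TrxR1 (90 nM in the dispensed reagent) was pre-reduced with 400 uM NADPH for 5 min at room temperature, then incubated with compound for 15 min. After 400 uM selenite was added, NADPH fluorescence (Ex 340/Em 450 nm) was followed for 8 min.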
TrxR1 substrate = substrates of rat thioredoxin reductase 1 | O89049 | purified TrxR1 substrate turnover, NADPH consumption readout | Potency, µM (top dose mostly 114 µM), without a hit: at the highest dose activity change, negative = substrate turnover | 390,000 compounds, 0.01% hits; also: potency is read from the fitted curve at half-maximal effect; % is scaled to controls: 0 for no effect and ±100 for the full control effect; nearly all actives have a fitted effect of over 50% in size
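Rat TrxR1, dispensed at 90 nM, was prereduced with 400 uM NADPH (final) for 5 min at ~22 deg C, then incubated with compound 15 min before 400 uM selenite. A first-read NADPH fluorescence drop versus no-compound background flagged substrates.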
TRHR PAM = TRH receptor (human) allosteric enhancement; P34981; TRHR cells, fluo-8 calcium fluorescence, EC20 TRH enhancement; enhancement, % at 2 µM; 360,000 compounds, 0.66% hits; AID 493056; in the data active = enhancement above about 30%; also: 0% is about no effect
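Enhancer read-out: after compound pinning and an initial kinetic agonist-mode read, an EC20 of TRH (10 nM final) was injected and fluo-8 calcium signal (Ex 480/Em 530) followed at 1 s/cycle for 100 cycles in TRHR-expressing cells.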
USP1 inh = inhibitors of human USP1/UAF1 deubiquitinase; O94782; recombinant USP1/UAF1, Ub-Rhodamine cleavage fluorescence; Potency, µM (titrated, usually from 57.1 µM), for the others: top-dose activity change, negative = inhibition, hits mostly inhibitors; 390,000 compounds, 0.23% hits; AID 743255; also: potency is read from the fitted curve at half-maximal effect; % is scaled to controls: 0 for no effect and ±100 for the full control effect; nearly all actives have a fitted effect of over 60% in size; inactives centre near -12
Target sequence (O94782 whole entry, looked up): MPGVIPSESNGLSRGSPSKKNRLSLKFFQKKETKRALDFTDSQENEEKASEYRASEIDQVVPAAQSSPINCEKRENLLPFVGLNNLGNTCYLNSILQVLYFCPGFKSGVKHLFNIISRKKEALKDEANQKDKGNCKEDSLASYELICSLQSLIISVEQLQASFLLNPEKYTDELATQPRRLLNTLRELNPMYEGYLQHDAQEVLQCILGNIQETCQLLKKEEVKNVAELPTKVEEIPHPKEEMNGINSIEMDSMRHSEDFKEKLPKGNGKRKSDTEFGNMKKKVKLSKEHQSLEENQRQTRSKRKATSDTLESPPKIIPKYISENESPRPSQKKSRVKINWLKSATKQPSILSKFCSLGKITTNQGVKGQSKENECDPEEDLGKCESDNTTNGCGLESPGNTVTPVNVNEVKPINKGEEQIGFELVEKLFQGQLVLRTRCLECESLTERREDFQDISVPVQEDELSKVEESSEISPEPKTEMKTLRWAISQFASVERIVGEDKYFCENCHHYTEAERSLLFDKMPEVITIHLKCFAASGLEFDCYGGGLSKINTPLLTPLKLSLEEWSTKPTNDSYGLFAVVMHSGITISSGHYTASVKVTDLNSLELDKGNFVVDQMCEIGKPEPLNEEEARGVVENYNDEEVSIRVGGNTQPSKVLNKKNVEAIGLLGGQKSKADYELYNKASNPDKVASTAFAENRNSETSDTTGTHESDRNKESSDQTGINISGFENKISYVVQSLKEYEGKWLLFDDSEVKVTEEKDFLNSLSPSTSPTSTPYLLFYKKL
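1 nM enzyme complex + cpd, 15 min RT; start with Ub-Rho 150nM final; kinetic fluorescence ex 480/em 540, 6 reads q60 s. Buffer 50mM HEPES pH 7.8, 0.5mM EDTA, 0.1 mg/ml BSA, 1mM TCEP, 0.01% Tween-20.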
mIDH1 inhibitor = blocks human mutant IDH1 R132H enzyme. O75874. AID 602179. 390,000 compounds, 0.093% hits. IDH1-R132H enzyme, NADPH consumption, diaphorase/resazurin fluorescence. Potency, µM (titrated, usually from 76.6 µM), without a hit: top-dose activity change, negative = inhibition, hits mostly inhibitors; also: potency is read from the fitted curve at half-maximal effect; % is scaled to controls: 0 for no effect and ±100 for the full control effect; nearly all actives have a fitted effect of over 65% in size
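IDH1-R132H (0.5 ug/mL dispensed) in pH 7.5 Tris buffer was preincubated 30 min with compound, then given a substrate mix of 0.016 mM NADPH and 2 mM alpha-KG for 80 min at room temperature; remaining NADPH was read by diaphorase/resazurin fluorescence.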
TRHR agonist = agonists of human TRH receptor. P34981. TRHR cells, calcium flux fluo-8, FDSS agonist mode. activation, % at 2 µM. 360,000 compounds, 0.18% hits. AID 493084; in the data active = activation above about 30%; also: 0% is about no effect
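Agonist-mode FDSS calcium read (Ex 480/Em 530, 1 s cycles) in 1536-well TRHR cells with fluo-8 dye, after 10-cycle baseline and 23 nL compound addition; TRH at EC20 (10 nM final) added afterwards for the enhancer phase.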
D2 antagonist = antagonists of human D2 dopamine receptor; HEK293 TREx D2 cells, calcium flux, dopamine EC80; inhibition, % at 10 µM; 340,000 compounds, 2% hits; AID 485344; in the data active = inhibition above about 30%; also: 0% is about no effect
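Antagonism is scored as inhibition of an EC80 dopamine-evoked calcium signal in a force-coupled, tetracycline-inducible HEK293 T-REx D2 line, with compound present 180 s before agonist.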
D2 agonist = D2 dopamine receptor (human) agonism; P14416; HEK293 T-REx D2 cells, calcium flux agonist mode; activation, % at 2 µM; 340,000 compounds, 0.53% hits;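 active = activation over 3 SD above normal in the single-dose calcium agonist read, cut at about 30% in these data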; also: 0% is about no effect
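Tetracycline-induced HEK293 Trex cells with D2 receptor force-coupled to calcium signaling, plated overnight at 30 C and loaded with no-wash calcium dye. Calcium flux read kinetically for 180 s after compound addition; responses flag agonists.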
The depositor's hits bear a star; ? = inconclusive; . = not tested or not shown; [ ] = remark or other dose. Unless noted, calls follow the shape of the dose curve; as a rule, active = well fitted inhibition curve with a large enough effect; inconclusive = small, poorly fitted or top-dose-only effect; inactive = no such curve, though single readings can be large or run the other way.

1. COc1cc(C(=O)OCC(=O)c2ccc(S(=O)(=O)N3CCCCC3)cc2)cc(OC)c1OC
2. CC1=C(C(=O)OC(C)(C)C)C(c2ccc(Br)cc2)NC(=O)N1CCCC(=O)O (stereo unspecified)
3. COc1ccccc1N1CCN(C2CCCN(C(=O)CCc3cnn(C)c3)C2)CC1 (stereo unspecified)
4. CCOC(=O)c1nc(Nc2cc(C)cc(C)c2)c2ccccc2n1
5. CCOC(=O)c1cn(-c2nc(-c3ccc(Cl)cc3)cs2)c2c(F)c(N3CC(C)OC(C)C3)c(F)cc2c1=O (stereo unspecified)
6. COc1ccc(C(=O)N2CCC(c3nc4ccccc4s3)CC2)cc1Cl
Assay by compound,1,2,3,4,5,6
PI4K2A inh,-3,1,8,0,.,2
TrxR1 inh,26%,-2%[57.1 µM],13%,10%[57.1 µM],.,26%
TrxR1 substrate,6%,2%[57.1 µM],-3%,4%[57.1 µM],.,0%
TRHR PAM,-5,0,-4,3,-7,-4
USP1 inh,-25%,?,-10%,-9%,.,-14%
mIDH1 inhibitor,0%,15%,0%,7%,.,1%
TRHR agonist,1.2,0.0,0.8,1.5,-0.4,0.1
D2 antagonist,0,12,-11,10,4,.
D2 agonist,0.9,0.4,-0.7,-1.4,0.3,1.0

Profiles, looked up by structure. Order of values: PI4K2A inh, TrxR1 inh, TrxR1 substrate, TRHR PAM, USP1 inh, mIDH1 inhibitor, TRHR agonist, D2 antagonist, D2 agonist
COc1cc(C(=O)OCC(=O)c2ccc(S(=O)(=O)N3CCCCC3)cc2)cc(OC)c1OC as listed: -3, 26%, 6%, -5, -25%, 0%, 1.2, 0, 0.9
COc1ccccc1N1CCN(C2CCCN(C(=O)CCc3cnn(C)c3)C2)CC1 (stereo unspecified) as listed: 8, 13%, -3%, -4, -10%, 0%, 0.8, -11, -0.7
COc1ccc(C(=O)N2CCC(c3nc4ccccc4s3)CC2)cc1Cl as listed: 2, 26%, 0%, -4, -14%, 1%, 0.1, ., 1.0

Following part
7. CC1(C)CC(=O)CC(C)(C)N1OC(=O)c1ccco1
8. CCOc1cc2c(cc1/C=C/c1noc(C)c1[N+](=O)[O-])OC(C)C2 (stereo unspecified)
9. CSc1ccccc1C(=O)N1CCN(c2ccc(F)cc2)CC1
10. COc1ccc(OC)c(CCNC(=O)CC2Oc3ccccc3NC2=O)c1 (stereo unspecified)
11. COc1ccc2cc(CN(Cc3ccco3)Cc3nnnn3C3CCCCC3)c(=O)[nH]c2c1
12. CSc1nnc(-c2ccncc2)n1/N=C/c1cn(-c2ccccc2)nc1-c1ccc(Cl)cc1
Assay by compound,7,8,9,10,11,12
PI4K2A inh,-3,-3,1,-3,5,-2
TrxR1 inh,0%,1%,?,11%,-4%,3%[57.1 µM]
TrxR1 substrate,-3%,-6%,-6%,1%,4%,-1%
TRHR PAM,-7,5,11,-5,-3,-9
USP1 inh,-15%,-19%,-4%,-27%,-13%,-20%
mIDH1 inhibitor,3%,-2%,-1%,-4%,-2%,-2%
TRHR agonist,0.0,97*,0.0,-0.5,-0.5,0.2
D2 antagonist,-19,14,3,-7,8,.
D2 agonist,-0.1,64*,-0.2,-0.5,-0.1,0.7

13. Cc1cc(NC(=O)CCC(=O)N(CC(=O)NC2CCCC2)c2ccc(Cl)cc2)no1
14. CCN(CC)c1nc(Nc2ccc([N+](=O)[O-])cc2)nc(N(CC)CC)n1
15. Cc1ccc(NC(=O)c2cccs2)cc1NC(=O)c1ccccc1Cl
16. Clc1ccc(-c2cn3ccccc3n2)cc1
17. CC[C@H](C)[C@@H]1NC(=O)c2cc([N+](=O)[O-])cc(I)c2NCC[C@@H](C(N)=O)NC(=O)[C@H](CCCN=C(N)N)NC1=O
18. O=C(Nc1ccccc1OC(F)F)c1ccc(F)cc1
Assay by compound,13,14,15,16,17,18
PI4K2A inh,-1,4,1,-6,-2,-4
TrxR1 inh,-9%[57.1 µM],24%,10%,-6%,-21%,3%
TrxR1 substrate,-5%[57.1 µM],-11%,23%,8%,-2%,2%
TRHR PAM,-3,-4,5,-2,6,-1
USP1 inh,-15%,-18%,-24%,-16%,-22%,-9%
mIDH1 inhibitor,-6%,2%,1%,4%,-7%,8%
TRHR agonist,-0.3,0.6,0.5,-0.8,-0.5,0.1
D2 antagonist,11,-5,14,3,20,13
D2 agonist,-1.3,-0.4,-1.0,0.6,-0.2,2.2

19. Oc1[nH]c2ccccc2c1N=Nc1ccccc1
20. COc1ccc(-c2cn(CCN)c(-c3ccncc3)n2)cc1
21. Cc1cc2ncn(/N=C/c3ccc(-c4ccccc4)o3)c2cc1C
22. COc1ccc2c(c1)OCC1=C2CCC2(C)C(=O)CC=C12 (stereo unspecified)
23. Fc1ccc2cnc(-c3ccccc3)c(-c3ccc(C(F)(F)F)cc3)c2c1
24. CCn1c(COc2ccccc2)nnc1SCC(=O)NC1CCCCC1
Assay by compound,19,20,21,22,23,24
PI4K2A inh,0,-2,-6,.,0,-1
TrxR1 inh,23%[0.0914 µM],17%[57.1 µM],0%,.,-11%[57.1 µM],-4%
TrxR1 substrate,2%,-7%[57.1 µM],-3%,.,10%[57.1 µM],-7%
TRHR PAM,4,-1,2,-3,4,-3
USP1 inh,28µM*,-31%,?,.,-24%,-20%
mIDH1 inhibitor,9%,-5%,1%,.,-15%,-1%
TRHR agonist,2.4,-0.3,-0.6,0.9,0.3,-0.1
D2 antagonist,16,12,-6,10,6,-11
D2 agonist,.,-0.5,-0.7,-0.3,-0.1,-0.7

25. C=CCn1c(SCC(=O)NCC)nc2sc3c(c2c1=O)CCC3
26. COc1ccc(CCN(C)C(=O)COc2ccc(N(C)S(=O)(=O)c3ccc(C)cc3)cc2)cc1OC
27. Cc1ccc(N2CN(S(=O)(=O)c3cccc([N+](=O)[O-])c3)c3nc4ccccc4nc32)cc1
28. CC(=O)N(C)c1ccc(NC(=S)NC(=O)/C=C/c2ccco2)cc1
29. COCCCn1c(SCCc2ccccc2)nc2cc(OC)c(OC)cc2c1=N
30. CCCCNC(=O)CCn1c(=O)c2ccccc2n(CC(=O)Nc2ccccc2OCC)c1=O
Assay by compound,25,26,27,28,29,30
PI4K2A inh,0,4,2,-10,-4,-12
TrxR1 inh,8%,8%,8%,35µM*,14%,14%[57.1 µM]
TrxR1 substrate,-2%,2%,-6%,-4%,-4%,0%[57.1 µM]
TRHR PAM,-1,7,1,30,-3,5
USP1 inh,-15%,-4%,1%,-29%,-20%,-14%
mIDH1 inhibitor,1%,5%,2%,-5%,4%,1%
TRHR agonist,0.0,0.3,-1.3,-1.7,-1.5,0.0
D2 antagonist,-5,12,-4,3,-2,-15
D2 agonist,-0.6,-0.7,-0.4,0.6,-0.7,-0.9

31. CNS(=O)(=O)c1ccc(NC(=S)Nc2ccc3c(c2)OCO3)cc1
32. CCCCn1c(N)c(N(CCOC)C(=O)CC(NC(=O)c2ccccc2Cl)c2ccccc2)c(=O)[nH]c1=O (stereo unspecified)
33. Cc1ccccc1CN1CCN(C2CCC2)CC1CCO (stereo unspecified)
34. CN(Cc1ccccc1)C(=O)CN(c1ccc(F)cc1)S(=O)(=O)c1ccc2c(c1)OCCO2
35. Cc1n[nH]c(C)c1S(=O)(=O)N1CCN(S(=O)(=O)c2ccccc2C#N)CC1
36. COc1ccc(C(=O)O)cc1Nc1cc(C)nc2ncnn12
Assay by compound,31,32,33,34,35,36
PI4K2A inh,-18,1,-3,7,4,-6
TrxR1 inh,-20%[57.1 µM],14%,12%,-64%,21%,10%
TrxR1 substrate,10%[57.1 µM],0%,9%,-13%,1%,4%
TRHR PAM,4,.,-3,2,4,-5
USP1 inh,-16%,-8%,-21%,-15%,-22%,-24%
mIDH1 inhibitor,30%[activator],20%,5%,-2%,2%,12%
TRHR agonist,-0.3,.,0.3,-0.6,0.7,-0.5
D2 antagonist,-21,.,15,0,-4,4
D2 agonist,0.0,.,1.4,0.0,1.0,0.8

37. O=C(N1CCCCC1)N1CCN(C(=O)N2CCCCC2)CC1
38. CC(=O)Nc1ccc(C(=O)Nc2cc(C)on2)cc1
39. O=c1nc(N/N=C/c2c[nH]c3ccccc23)cn[nH]1
40. COC(=O)c1sc(N)c(C(=O)OC)c1Cn1ncc(Cl)c(Cl)c1=O
41. CCn1c(C)nc2cc(C(=O)N=Nc3c(O)[nH]c4ccccc34)ccc21
42. CC1(C)CC(=O)C(C=Nc2cccnc2)=C(O)C1
43. CC(=O)Nc1cccc(NC(=O)CN2C(=O)CCSc3ccccc32)c1
44. Cc1cccc(-c2nc3c4ccccc4nc(NCc4ccc(F)cc4)n3n2)c1
Assay by compound,37,38,39,40,41,42,43,44
PI4K2A inh,-2,2,-10,2,.,5,7,-2
TrxR1 inh,8%,21%[57.1 µM],-2%,2.5µM*,.,-22%[57.1 µM],13%,13%
TrxR1 substrate,2%,-16%[57.1 µM],-12%,1%[57.1 µM],.,-12%[57.1 µM],0%,5%
TRHR PAM,-1,-3,5,-1,16,1,-4,12
USP1 inh,-7%,-16%,-15%,-17%,.,-2%,-23%,?
mIDH1 inhibitor,5%,1%,1%,-3%,.,-2%,20%,-10%
TRHR agonist,0.6,1.7,0.3,-1.2,-0.2,1.0,-0.4,0.1
D2 antagonist,25,16,-4,2,-9,-10,.,.
D2 agonist,0.1,0.3,2.0,-0.4,-0.6,0.9,.,1.3
